# a7 integrin act: qHTS for Activators of Integrin-Mediated Alleviation for Muscular Dystrophy | AID 624291, 2012 | Potency, µM (highest dose often 38.3 µM), for inactives: at the top dose activation, most hits filed as activators | 350,000 tested, 0.064% active | alpha7betagal myoblasts, beta-gal FDG fluorescence, 48 h;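 note: potency is the fitted concentration of half-maximal effect; 100% = response of the positive control SU9516; nearly all actives have a fitted effect of over 60% in size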
#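 alpha7betagal+/- myoblasts (passage 13, 250/well) treated 48 h at 37C with compounds at 1:260 dilution of DMSO stock. Lysed, then beta-galactosidase activity read as FDG fluorescence (ex 480/em 540) after 30 min, with pre-read for autofluorescence.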
# uPA generation: qHTS for Inhibitors of Cell Surface uPA Generation. Potency, µM (highest dose often 38.3 µM), inactives show at the top dose activity change, negative = inhibition, hits mostly inhibitors. cell surface uPA generation assay, qHTS. 330,000 tested, 0.31% active. AID 540303, 2011; active = well fitted inhibition curve with a large enough effect; inconclusive = small, poorly fitted or top-dose-only effect; inactive = no such curve, though single readings can be large or run the other way; tested in mouse RAW 264.7 cells; note: potency is the fitted concentration of half-maximal effect; % is set by controls: 0 for no effect and ±100 for the full control effect; nearly all actives have a fitted effect of over 55% in size
# ASM inhibitor: Inhibitors of Secretory Acid Sphingomyelinase (S-ASM): qHTS. Sphingomyelin phosphodiesterase (Homo sapiens), P17405. placental ASM, HMU-PC fluorogenic substrate, 60 min. Potency, µM (top dose mostly 57.5 µM), inactives show top-dose activity change, negative = inhibition, actives largely listed as inhibitors. 340,000 tested, 0.006% active; note: potency is the fitted concentration of half-maximal effect
#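 Fluorescence read-out (Ex 386 nm, Em 447 nm) after stopping the reaction at pH 10. Enzyme: ASM from human placenta; substrate HMU-PC0, 9 uM final; 60 min, 37 °C. Compound preincubation 10 min, ambient temperature.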
# ELG1 genotoxic: qHTS screen for small molecules that induce genotoxicity in human embryonic kidney (HEK293T) cells expressing luciferase-tagged ELG1 | HEK293T ELG1-luciferase reporter, luminescence, 16 h | Potency, µM (doses to about 46 µM), without a hit: top-dose activity change, positive = activation, hits mostly activators | 330,000 tested, 1.3% active; note: potency is the fitted concentration of half-maximal effect; % of control where 0% means no effect; nearly all actives have a fitted effect of over 60% in size
#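 Luminescence read-out: rising ELG1-luciferase signal, reflecting elevated ELG1 protein under genetic stress, flags genotoxic compounds. Cells were treated for 16 hr at 37 °C before ONE-Glo detection.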
# B2AR arrestin: qHTS assay of beta-arrestin-biased ligands of beta2-adrenergic receptor | Beta-2 adrenergic receptor (Homo sapiens), P07550 | beta-arrestin recruitment to beta2AR, cell-based reporter | Potency, µM (highest dose often 46.1 µM), for inactives: at the top dose activation, hits mostly activators | 330,000 tested, 0.02% active | AID 492947, 2010;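 note: potency is the fitted concentration of half-maximal effect; 0% = DMSO controls and full agonism = EC100 isoproterenol or metaproterenol; nearly all actives have a fitted effect of over 65% in size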
# Target sequence (P07550 whole entry, looked up): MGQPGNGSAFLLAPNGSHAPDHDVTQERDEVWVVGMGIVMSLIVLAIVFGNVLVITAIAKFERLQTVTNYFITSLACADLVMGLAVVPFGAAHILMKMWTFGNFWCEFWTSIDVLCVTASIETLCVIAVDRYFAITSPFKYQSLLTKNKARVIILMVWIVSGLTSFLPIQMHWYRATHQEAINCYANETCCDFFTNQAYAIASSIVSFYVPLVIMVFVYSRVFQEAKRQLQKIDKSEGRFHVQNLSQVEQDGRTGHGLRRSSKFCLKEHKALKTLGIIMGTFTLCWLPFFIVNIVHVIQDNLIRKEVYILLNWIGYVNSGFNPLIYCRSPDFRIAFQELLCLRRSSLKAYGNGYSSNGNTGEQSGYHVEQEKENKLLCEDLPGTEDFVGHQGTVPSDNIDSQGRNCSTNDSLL
# BRCA1 expr act: qHTS Assay to Identify Small Molecule Activators of BRCA1 Expression | MCF7-BRCA1-FFLuc reporter, luminescence, 48 h; response scale: scaled: vehicle 0%, 10 µM genistein 100% | Potency, µM (series often up to 46.1 µM), inactives show at the highest dose activation, usual class: activators | 380,000 tested, 1.1% active | AID 624202, 2012; note: potency is the fitted concentration of half-maximal effect; nearly all actives have a fitted effect of over 80% in size; some results filed as inactive show a strong effect at the top dose
#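 Cells: MCF7-BRCA1-FFLuc, 2000/well. Exposure: 48 h, 37 °C, 5% CO2. Read: luminescence, 15 min post-substrate. Controls: genistein 10 microM (maximal activation), DMSO (neutral).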
# Eya2 phos inh: qHTS Assay for Inhibitors of the Phosphatase Activity of Eya2. recombinant Eya2, OMFP fluorescence dephosphorylation (OMFP is methylfluorescein phosphate). Potency, µM (series often up to 76.9 µM), inactives show at the highest dose activity, negative = inhibition, usual class: inhibitors. AID 488837, 2010. 330,000 tested, 0.006% active; note: potency is the fitted concentration of half-maximal effect; % is set by controls: 0 for no effect and ±100 for the full control effect
# Target sequence (O00167 whole entry, looked up): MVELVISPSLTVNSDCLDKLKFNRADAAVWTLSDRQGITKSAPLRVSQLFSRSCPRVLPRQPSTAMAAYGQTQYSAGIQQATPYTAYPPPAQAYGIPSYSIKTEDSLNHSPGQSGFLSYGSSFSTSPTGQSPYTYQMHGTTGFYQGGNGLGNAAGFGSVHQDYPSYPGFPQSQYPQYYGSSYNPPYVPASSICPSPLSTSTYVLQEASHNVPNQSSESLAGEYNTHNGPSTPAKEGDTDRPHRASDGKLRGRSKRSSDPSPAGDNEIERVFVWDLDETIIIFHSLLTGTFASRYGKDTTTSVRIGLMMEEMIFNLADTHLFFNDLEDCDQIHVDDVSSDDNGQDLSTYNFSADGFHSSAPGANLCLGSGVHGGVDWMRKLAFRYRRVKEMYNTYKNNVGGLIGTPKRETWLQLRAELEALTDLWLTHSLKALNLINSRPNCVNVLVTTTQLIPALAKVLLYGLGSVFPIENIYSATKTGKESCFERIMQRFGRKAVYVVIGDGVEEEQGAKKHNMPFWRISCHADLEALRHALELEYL
#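 Eya2 protein (added as 0.2 uM solution) was preincubated with compound for 10 min at ambient temperature in 50 mM HEPES pH 7.5, 50 mM NaCl, 5 uM MgCl2, 0.05% BSA, 1 mM DTT. OMFP (added at 50 uM) then reacted 10 min; fluorescence read at 485/525 nm.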
# PTAP TSG101 blk: qHTS Assay for Iinhibitors of HIV-1 Budding by Blocking the Interaction of PTAP/TSG101; Tumor susceptibility gene 101 protein (Homo sapiens), Q99816; Fluorescence polarization, FITC-PTAP peptide / Tsg101 binding; Potency, µM (doses to about 115 µM), for inactives: at the top dose activity change, negative = inhibition, hits mostly inhibitors; 340,000 tested, under 10 active; active = well fitted inhibition curve with a large enough effect in the main read-out, with a control signal flat, not every such curve was filed as active; inconclusive = small, poorly fitted or top-dose-only effect, or effect the other way, or a change in a side signal; inactive = no such curve, though single readings can be large or run the other way; note: potency is the fitted concentration of half-maximal effect; % of control where 0% means no effect
#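 Compounds were pin-transferred onto Tsg101 binding domain (10 uM final) in HEPES pH 7.5 buffer, then FITC-PTAP peptide was added at 50 nM final. After 20 min at RT, polarization reported peptide displacement across a qHTS concentration series.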
# TRPV1 agonist: HTS Assay for Compounds that Act as Agonists of the Vanilloid Receptor 1. activation, % at 8.33 µM. AID 540275, 2011. 320,000 tested, 0.19% active. TRPV1-expressing cells, Fluo-8 calcium influx, agonist mode; in the data active = activation above about 80%; inconclusive = between about 30% and that limit; note: 0% is about no effect
#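 TRPV1-expressing cells were cultured overnight at 35.5C and loaded with Fluo-8 calcium dye for 40 to 90 min at room temperature. After a 10 s baseline, compound was added and calcium influx was read kinetically for 3 min (ex 480/em 520 nm).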
# p53 reactivator: qHTS assay for re-activators of p53 using a Luc reporter; Potency, µM (doses to about 92.2 µM), without a hit: at the top dose activity change, positive = activation, most hits filed as activators; 320,000 tested, 0.063% active; H1299 p53-A138V BP100-luciferase reporter, luminescence, 24 h; note: potency is the fitted concentration of half-maximal effect; % of control where 0% means no effect; nearly all actives have a fitted effect of over 45% in size
#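 p53-null H1299 cells stably carrying temperature-sensitive p53-A138V and a BP100-luciferase reporter were pinned with compounds (4-point, 1:5 series) and held 24 hrs at 37 deg C. Luminescence was read 10 min after detection reagent.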
# USP2a block: qHTS Assay for Inhibitors of Ubiquitin-specific Protease USP2a Using CHOP2 as the Reporter; Potency, µM (top dose mostly 38.3 µM), for inactives: top-dose activity change, negative = inhibition, most hits filed as inhibitors; Ubiquitin carboxyl-terminal hydrolase 2 (Homo sapiens), O75604; AID 463254, 2010; 330,000 tested, 0.01% active; USP2 core, Ub-CHOP2 coupled fluorogenic reporter, 485/531;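 note: potency is the fitted concentration of half-maximal effect; plate controls were DMSO wells for no effect and full inhibition by NEM control for full effect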
#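 Cell-free coupled assay: 10nM USP2 core preincubated 30min RT with compound in Tris-HCl pH 8.0/CaCl2/CHAPS buffer, then 25nM Ub-CHOP2 and 25nM reporter substrate; fluorescence (Ex 485/Em 531) read after 60min RT, normalized to NEM inhibition, concentration-response curves fitted.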
# An asterisk follows results filed as active; ? = inconclusive; . = no result given; & = joins results of further samples; [ ] = remark or other dose. Unless noted, calls come from the whole dose curve; as a rule, active = well fitted curve in the direction sought with a large enough effect; inconclusive = small, poorly fitted or top-dose-only effect, or another doubt; inactive = no such curve, though single readings can be large; an effect the other way counts as inactive or inconclusive.
SMILES,a7 integrin act,uPA generation,ASM inhibitor,ELG1 genotoxic,B2AR arrestin,BRCA1 expr act,Eya2 phos inh,PTAP TSG101 blk,TRPV1 agonist,p53 reactivator,USP2a block
Cn1cccc1C(=O)NC(=O)COC(=O)C12CC3CC(CC(O)(C3)C1)C2,-1%,0%,1%,9.2µM*,-0.1%,46%,-2%,-6%,2,26%,-2%
COc1cc(O)c(C(CCN2CCN(c3ccccc3)CC2)c2ccc3c(c2)OCO3)c(OC)c1 (centres undefined),-14%,-16%,-5%,-7%,0.9%,-16%,2%,-7%,0,1%,0%
CCc1nc2c(c(=O)[nH]1)C(CC)(CC)Cc1ccccc1-2,6%,2%,2%,2%,-0.9%,-5%,-6%,-2%,16,.,1%
COc1ccc(NC2CCCN(C(=O)CSc3ccccc3)C2)cc1OC (centres undefined),4%,12%,5%,-8%,0.0%,-23%,3%,-2%,15,-19%,2%
NS(=O)(=O)c1ccc2nc(NC(=O)Nc3ccccc3F)sc2c1,6%,1%,-14%,3.3µM*,-0.3%,?,-8%,5%,-2,.,0%
O=C(CN1C(=O)COc2ccccc21)NCCN1CCc2ccccc2C1,12%,6%,9%,-5%,0.2%,-2%,10%,-4%,-4,9%,-1%
COc1cccc(CC(=O)OCC(=O)N2CCN(c3ccc(F)cc3)CC2)c1,31%,7%,-3%,0%,-0.1%,1%,-11%,.,20,.,0%
NC(=O)NC(=O)C(OC(=O)CCNS(=O)(=O)c1ccccc1)c1ccccc1 (centres undefined),16%,3%,4%,6%,0.4%,2%,9%,-7%,-2,1%,-7%
Cc1c(NC(=O)C(C)OC(=O)COc2cccc3c2OC(C)(C)C3)c(=O)n(-c2ccccc2)n1C (centres undefined),17%,-3%,2%,3%,-0.7%,-2%,-4%,-3%,0,?,1%
CCCCN(C)CCNC(=O)CCNC(=O)Cn1ccc2ccccc2c1=O,0%,-3%,-3%,1%,-0.1%,0%,-5%,-5%,-3,2%,-1%
CC(=O)Nc1cc[n+](CC(=O)c2cccc([N+](=O)[O-])c2)cc1,2%,12%,-3%,1%,-0.1%,-6%,12%,-1%,2,.,2%
COc1ccc(C2NCCC3(O)CCCCC23)c(OC)c1OC (centres undefined),21%,.,5%,-1%,-0.8%,-5%,-16%,-4%,4,-5%,9%
Cc1ccc(S(=O)(=O)N2CCN(C(=O)CCOc3cc(C)ccc3C)CC2)cc1,12%,-3%,1%,-2%,0.3%,-19%,6%,-9%,18,-4%,2%
Cc1ccc(NC(=O)C(C)S)cc1 (centres undefined),6%,2%,-5%,-1%,-0.4%,-11%,20%,1%,8,-1%,3%
CC(C)C(NC(=O)c1cccc(S(=O)(=O)N2CCOCC2)c1)C(=O)NCCc1ccccn1 (centres undefined),12%,2%,-1%,2%,-0.9%,5%,-1%,0%,-1,-27%,2%
CC(C)(C)c1ccc(C(=O)Nc2ccc(Oc3cccnc3)nc2)cc1,-22%,-16%,5%,-10%,0.2%,-33%,-1%,0%,?,-2%,0%
CC(C)(C)OC(=O)NCc1ccc(NC(=O)c2nc[nH]c2C(=O)NCCCCNC(=O)c2[nH]cnc2C(=O)Nc2ccc(CNC(=O)OC(C)(C)C)cc2)cc1,-3%,13%,6%,12%,0.4%,1%,-6%,1%,.,-2%,5%
O=C(O)c1[nH]c2ccccc2c1CC(=O)N1CCN(c2ccccc2)CC1,-12%,3%,2%,-4%,0.1%,-6%,6%,-3%,1,1%,5%
CCc1ccc(/C=C2/SC(=S)N(CCC(=O)NCCCN3CCOCC3)C2=O)cc1,?,-4%,-12%,13%,-0.2%,29%,4%,-3%,-2,?,-2%
COc1cccc(/C=N/NC(=O)CNC(=O)c2ccc(S(=O)(=O)N3CCOCC3)cc2)c1OC,12%,0%,.,-1%,-0.9%,-3%,4%,-6%,-4,5%,2%
Cc1n[nH]c(C)c1S(=O)(=O)N1CCc2ccccc21,-12%,4%,1%,0%,0.3%,-20%,-4%,-1%,-1,0%,0%
COc1ccc([N+](=O)[O-])cc1NS(=O)(=O)c1cccc(C(=O)OC2CCOC2=O)c1 (centres undefined),23%,-11%,0%,1%,-1.3%,-2%,-25%,0%,.,-1%,3%
NNC(=O)c1ccc2[nH]c3c(c2c1)CCCC3,-20%,8%,2%,3%,0.2%,-1%,1%,-1%,-5,2%,2%
Cc1nc2ccccc2c2oc(C(=O)N3CCN(c4ccc([N+](=O)[O-])cc4)CC3)cc12,27%,1%,2%,6%,0.1%,-2%,-6%,1%,-1,5%,4%
CCc1nnc2sc(-c3ccc(NC(=O)c4ccc5c(c4)OCCO5)cc3)nn12,-16%,3%,33%[activator],-13%,-0.1%,-14%,-1%,-7%,1,-7%,2%

# An excerpt from above, limited to PTAP TSG101 blk:
Structure	PTAP TSG101 blk
COc1ccc(C2NCCC3(O)CCCCC23)c(OC)c1OC (centres undefined)	-4%
Cc1ccc(S(=O)(=O)N2CCN(C(=O)CCOc3cc(C)ccc3C)CC2)cc1	-9%

# The listing continues.
SMILES,a7 integrin act,uPA generation,ASM inhibitor,ELG1 genotoxic,B2AR arrestin,BRCA1 expr act,Eya2 phos inh,PTAP TSG101 blk,TRPV1 agonist,p53 reactivator,USP2a block
Cc1nc(N[C@@H](Cc2ccccc2)C(=O)O)c2oc3ccccc3c2n1,-9%,2%,1%,0%,-0.3%,-23%,6%,-2%,?,-5%,1%
O=C(NCc1ccco1)C1(c2ccc(Br)cc2)CCCC1,0%[7.66 µM],.,-2%,0%,-2.1%,5%,9%,-6%,11,0%,-1%
O=C(Cc1ccccc1)NCCSCc1ccco1,-7%,-2%,0%,7%,-0.3%,52%,8%,-6%,27,5%,0%
Nc1ccc(C(=O)c2ccccc2C(=O)O)cc1Cl,6%,.,6%,-1%,0.4%,0%,-17%,-5%,-2,-1%,1%
Cc1cnc(C(=O)Nc2ccc(N3CCCCC3)cc2)cn1,0%,5%,-2%,?,-1.8%,?,11%,-4%,?,9%,-5%
COc1cc(/C=N/OCC(=O)NC2CCCCC2C)ccc1OCc1ccc(Cl)cc1 (centres undefined),-32%,3%,.,18µM*,-0.1%,?,5%,-1%,-1,?,1%
CCC1=NN(C(=O)Cc2ccccc2)C(O)(c2ccncc2)C1 (centres undefined),15%,4%,-1%,-6%,-0.5%,-1%,-8%,3%,-4,-2%,-1%
CC(=O)Nc1ccc(NCN2C(=O)C3C4CCC(C4)C3C2=O)cc1 (centres undefined),-4%,-1%,0%,2%,0.4%,4%,0%,-1%,.,1%,1%
O=C(CC1C(=O)N(c2ccc(F)cc2)C(=O)N1Cc1ccccn1)Nc1ccccc1 (centres undefined),22%,.,1%,-2%,-1.9%,-6%,-6%,-7%,-1,-6%,0%
CCOC(=O)C1=NN(C(=O)c2cccc(Br)c2)C(O)(C(C)(C)C)C1 (centres undefined),.,.,.,-8%,-0.2%,.,5%,.,.,0%,1%
COc1ccc(NC(=O)c2oc3ccccc3c2NC(=O)C2CC2)cc1,23%,.,13%,-1%,-0.2%,3%,-10%,-7%,1,-4%,-4%
COc1ccc(/C(N)=N/OC(=O)CN(C)S(=O)(=O)c2ccccc2)cc1,29%,2%,-2%,-8%,-0.1%,5%,0%,-6%,3,5%,1%
O=C(c1c[nH]c(=O)n(-c2ccccc2)c1=O)N1CCc2ccccc21,?,6%,7%,1%,-0.3%,25%,2%,-2%,2,-3%,2%
O=C(NCc1cccc(C(F)(F)F)c1)c1ccc(=O)[nH]c1,24%,-1%,-7%,0%,0.0%,-1%,-12%,-2%,1,-1%,0%
O=C(NCCCCCCNC(=O)c1ccccc1O)c1ccccc1O,-13%,-2%,-6%,-12%,-0.6%,-42%,9%,0%,2,16%,-1%
O=C(c1cc(O)c(O)c([N+](=O)[O-])c1)c1ccccc1F,.,0%,?,-30%[inhibitor],-0.1%,-18%,28%&4%,-4%,-1,-8%,1%
CCN(CC)CCN1C(=O)C(=O)/C(=C(/O)c2c(C)[nH]c(C(=O)OC)c2C)C1c1ccc(C)o1 (centres undefined),4%,-1%,11%,0%,6.3%,0%,-9%,1%,-1,-2%,0%
